Assay outcomes from PubChem BioAssay.
14-3-3 Bad PPI: disrupts binding of bovine 14-3-3 zeta to phospho-Bad peptide. actives 0.71% (n = 220,000). TR-FRET 14-3-3zeta/Dy647-pBad peptide displacement, 1 h. P63103. inhibition, % at 21.7 µM. AID 781;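 active means inhibition above about 70%, limit read from the data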;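 further: 0% = full 14-3-3 plus peptide FRET controls and 100% = background without 14-3-3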
Target sequence (P63103 whole entry, looked up): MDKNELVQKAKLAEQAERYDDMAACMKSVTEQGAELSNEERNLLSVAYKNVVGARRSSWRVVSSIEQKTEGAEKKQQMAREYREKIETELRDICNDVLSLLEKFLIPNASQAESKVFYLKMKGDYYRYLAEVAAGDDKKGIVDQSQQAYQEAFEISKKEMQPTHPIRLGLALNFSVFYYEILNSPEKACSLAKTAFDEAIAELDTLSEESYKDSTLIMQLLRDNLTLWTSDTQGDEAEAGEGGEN
Rad51 HR inh: blocks human Rad51 in homologous recombination. Q06609. hRad51 DNA strand exchange, fluorescence dequenching. inhibition, % at 10 µM. actives 0.085% (n = 200,000). AID 1385;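 active means inhibition above 40% at the single screening dose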;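 further: 0% = DMSO control wells and 100% = blanks with heterologous ssDNA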
Target sequence (Q06609 whole entry, looked up): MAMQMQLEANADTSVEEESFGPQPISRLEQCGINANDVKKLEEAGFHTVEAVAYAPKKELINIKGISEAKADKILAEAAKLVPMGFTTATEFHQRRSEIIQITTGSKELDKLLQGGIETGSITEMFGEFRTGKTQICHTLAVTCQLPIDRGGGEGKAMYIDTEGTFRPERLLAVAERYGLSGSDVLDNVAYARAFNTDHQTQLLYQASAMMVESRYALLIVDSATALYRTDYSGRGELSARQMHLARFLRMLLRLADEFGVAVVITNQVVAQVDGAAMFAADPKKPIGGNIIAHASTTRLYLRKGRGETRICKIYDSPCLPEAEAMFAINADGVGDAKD
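System: human Rad51 nucleoprotein filaments preassembled on unlabelled ssDNA. Reagent: labelled 47-mer dsDNA for strand exchange. Schedule: 30-min compound preincubation and 15-min exchange, both room temperature. Measured by: FRET fluorescence dequenching, excitation 485 nm, emission 520 nm. Read-out: Fluorescence-based percent inhibition, control- and blank-normalised. Benchmarks: plate controls and plate blanks.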
PGE2 EP2 inh: inhibitors of human EP2 prostaglandin E2 receptor; inhibition, % at 25 µM; C6 glioma cells expressing human EP2, cAMP TR-FRET; cells stimulated with saturating PGE2; P43116; actives 0.52% (n = 260,000);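 active means percent inhibition above 40 after rounding to a whole number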;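 further: rat C6 glioma host cells with rolipram phosphodiesterase inhibitor present; the protocol text gives 20 µM as final concentration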
Target sequence (P43116 whole entry, looked up): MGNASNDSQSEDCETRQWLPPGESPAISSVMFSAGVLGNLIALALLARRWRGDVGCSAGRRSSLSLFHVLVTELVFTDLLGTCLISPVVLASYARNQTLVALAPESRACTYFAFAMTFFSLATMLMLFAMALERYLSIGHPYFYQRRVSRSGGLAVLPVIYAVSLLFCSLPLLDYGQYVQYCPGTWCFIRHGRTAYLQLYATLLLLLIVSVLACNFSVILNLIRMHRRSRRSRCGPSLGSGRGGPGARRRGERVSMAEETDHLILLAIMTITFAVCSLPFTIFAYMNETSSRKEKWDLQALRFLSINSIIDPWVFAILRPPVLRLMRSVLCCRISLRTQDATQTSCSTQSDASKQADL
TbHK1 inh: T. brucei hexokinase 1 inhibition | recombinant TbHK1, G6PDH-coupled NADH A340 | inhibition, % at 10 µM | actives 0.11% (n = 220,000) | AID 1430;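 active means inhibition of 50% or more in the single-dose primary screen; inactive means inhibition below 50%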
EP2 mod: EP2 receptor (human) modulation; P43116; EP2-expressing cells, cAMP HTRF FRET, PGE2 co-stimulation; induction, % at 25 µM; actives 0.83% (n = 260,000); AID 940;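 active means compounds whose cAMP rise, as percent of the full-agonist control response, exceeds 60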;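 further: rat C6 glioma line stably carrying human EP2 under a CMV promoter; the protocol text gives 20 µM as final concentration; 100% = response of wells given 1 µM PGE2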
eIF4E 4G PPI: blocks eIF4E binding to eIF4G; P63073+Q04637; TR-FRET eIF4E-eIF4GI(517-606) binding, 2 h; inhibition, % at 21.7 µM; actives 0.37% (n = 220,000); AID 782;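 active means inhibition above about 30%, limit read from the data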;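 further: 0% = full FRET control wells and 100% = background wells lacking eIF4GI fragment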
Hck Nef HTS: blocks Nef-activated human Hck kinase; Recombinant Hck-YEEI plus Nef, Z-Lyte FRET kinase assay; inhibition, % at 20 µM; actives 0.68% (n = 220,000); AID 463187;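 active means Hck-Nef kinase inhibition above about 50%, limit read from the data; inactive means inhibition below that limit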;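 further: 0% = DMSO with Hck plus Nef and 100% = Hck alone without Nef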
Calpain2 inh: inhibitors of pig calpain II; purified calpain II, fluorogenic peptide substrate, 30 min; inhibition, % at 16 µM; actives 0.37% (n = 220,000); AID 1236;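 active means inhibition above about 50%, limit read from the data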
zVAD death inh: blocks zVAD induced death of L929 cells; L929 zVAD necroptosis rescue, ATP luminescence, 24 h; with zVAD 60 µM; viability rescue, % at 10 µM; actives 0.38% (n = 220,000);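 active means activation, scaled between plate controls, above about 75%, limit read from the data; inactive means activation under that limit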;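 further: 0% = zVAD with DMSO and 100% = DMSO alone without zVAD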
Numbers without * were called inactive; . = no result given; & = joins results of further samples; [ ] = dose if it differs, or a comment.

SMILES	14-3-3 Bad PPI	Rad51 HR inh	PGE2 EP2 inh	TbHK1 inh	EP2 mod	eIF4E 4G PPI	Hck Nef HTS	Calpain2 inh	zVAD death inh
O=C(CN(Cc1ccccc1F)C(=O)Cn1nnc(-c2cccs2)n1)NC1CCCCC1	-6	2	7	9	3	2	-1	1	0.5
O=S(=O)(CCc1nc2ccccc2s1)c1ccc(Cl)cc1	-1	5	11	-2	-19	1	1	10	1.7
CCN1CCC(NC(=O)Nc2cc(Cl)ccc2OC)CC1	-12	-35	4	-5	-27	3	-2	-16	0.0
COc1ccccc1C(=O)c1cc2ccc(O)cc2oc1=O	3	16	8	-7	26	0	30	17	3.2
Cc1c(NC(=O)Nc2ccc3c(c2)OCO3)c(=O)n(-c2ccccc2)n1C	9	.	8	2	0	-1	0	5	0.4
COc1ccc(C)cc1N(C(=O)COc1ccccc1)c1nc2ccccc2s1	-4	-2	5	2	13	0[fluorescence artefact?]	1	-4	0.0
COc1cc(CC(=O)Nc2cccc(C(F)(F)F)c2)cc(OC)c1OC	1	.	7	-1	3	-4[fluorescence artefact?]	0	14	0.6
Cc1c(NC(=O)C2(c3ccccc3)CCCC2)c(=O)n(-c2ccccc2)n1C	-6	.	.	-1	6	-2	0	-4	0.5
CCCCCCCCn1c(=O)c(C(=O)OCC)c(O)c2ccccc21	-1	11	3	-10	15	-3	0	-81	0.8
CC(=O)Nc1ccc(-c2csc(NC(=O)C3CCN(S(=O)(=O)c4cccs4)CC3)n2)cc1	-10	0	5	-6	-64	-3[fluorescence artefact?]	3	-57	3.9
CC(=O)Nc1ccc(S(=O)(=O)N(CCc2ccccc2)CC(=O)N/N=C/c2ccc(C(=O)O)cc2)cc1	-7	6	7	-13	10	2	22	-47	0.1
COc1ccccc1N1CC(C)C(=O)NC1=S (stereo not given)	-10	-14	2	4	6	5	2	0	0.1
Cc1cccc2cc(CN(CC3CCCO3)C(=O)c3cccnc3)c3nnnn3c12 (stereo not given)	-1	-2	4	1	9	5	1	-19	-0.2
COc1ccc(C(=O)NC(=S)Nc2ccccc2[N+](=O)[O-])cc1OC	-7	-9	9	-4	-31	0	7	-32	-0.6
Cc1ccc(NS(=O)(=O)c2ccc(C(=O)OCC(=O)NCC3CCCO3)cc2)cc1 (stereo not given)	0	-2	19	-6	-12	2	0	-12	0.8
COc1ccc(NCc2nc3ccccc3n2CCOc2ccc(C)cc2)cc1	-13	32	7	1	-5	-5	0	34	0.7
CCOc1ccc(N2C(=O)S/C(=C\c3cc(OC)c(OC)c(OC)c3)C2=O)cc1	1	13	10	-32	-3	-5	19	-9	-0.2
COc1cc2c(cc1OC)C(CC#N)=NC(C)(C)C2	5	-6	-11	-38	42	1	1	-3	-0.4
O=C(Cc1ccccc1)c1ccc(Cl)cc1	5	-1	-1	8	-2	0	-2	10	0.5
Cc1cccc(NC(=O)Nc2cnccn2)c1	-1	-4	7	4	-24	5	-8	26	73
CCOCCCn1c(=S)[nH]c2cc(C(=O)NCCOC)ccc2c1=O	-5	-5	3	-2	-11	0	0	-12	-0.1
Cc1ccc(N(CC(=O)N2CCOCC2)S(=O)(=O)c2ccccc2)cc1	-6[fluorescence artefact?]	-5	8	3	28	0[fluorescence artefact?]	0	11	-0.4
O=C(C1=C(O)C(=O)N(CCOCCO)C1c1cccc([N+](=O)[O-])c1)c1cccs1 (stereo not given)	6	14	11	-24	-2	-3	8	22	2.3
CCN=C1S/C(=C\c2sccc2C)C(=O)N1CC	1[fluorescence artefact?]	0	1	-5	2	7[fluorescence artefact?]	3	16	0.6
C/C=C/C=[N+](\[O-])C(C)/C(=N/O)c1ccc(F)cc1 (stereo not given)	-3	-2	7	-1	6	1[fluorescence artefact?]	0	-15	0.4
SMILES	14-3-3 Bad PPI	Rad51 HR inh	PGE2 EP2 inh	TbHK1 inh	EP2 mod	eIF4E 4G PPI	Hck Nef HTS	Calpain2 inh	zVAD death inh
Oc1ccccc1-c1cc(C(F)(F)C(F)F)nc(-c2ccccc2)n1	-3	8	-1	-9	56	0	2	15	0.0
Cc1ccc(N2CCN(C(=O)N3CCCC3)CC2)cc1Cl	5	-5	5	5	3	4	8	-6	-0.1
Cc1cc(C)n(CC(=O)Nc2cccc(C(F)(F)F)c2)n1	25	14	11	-3	-19	-3	15	-30	1.7
Cc1ccc(C2CC(c3cccs3)n3nc(N)nc3N2)cc1 (stereo not given)	-11	3	1	-9	-7	1	5	9	1.4
COc1ccc(C(=O)c2ccc(OC)cc2OC)cc1	-6	0	4	-8	-1	-4	23	-18	1.7
CC(C(=O)N1CCOCC1)N1C(=O)c2cccc3cccc(c23)C1=O (stereo not given)	-2	5	5	-30	-11	-1	-15	-15	2.4
CC(=O)Nc1ccc(-c2ccc(NC(C)=O)c(O)c2)cc1O	-9	14	9	-23	-23	-1	7	-22	0.1
Cc1cc(C)n2nc(C(=O)Nc3ccc4c(c3)OCO4)cc2n1	-14	-3	4	-11	2	-13	1	-51	-0.1
COc1ccc(C(=O)C2CCCN(C(=O)Cc3c(C)noc3C)C2)cc1OC (stereo not given)	-6	-12	6	0	25	2	22	-12	4.1
O=C(CC1C(=O)NCCN1Cc1cccc(Oc2ccccc2)c1)NCCn1cccn1 (stereo not given)	-5	-18	3	1	6	2	16	3	-0.8
C[N+]1(CC2COC3(CCCCC3)O2)CCCC1 (stereo not given)	10	-10	0	25	-7	2	3	-7	0.5
N#CC(c1ccccc1)c1ccc(=O)[nH]n1 (stereo not given)	9	-13	2	-5	-20	3	8	1	1.1
Cn1c(NC(=O)c2ccc(F)cc2)c(-c2cccs2)c(=O)c2ccccc21	1	-1	10	-13	-22	-1	6	21	0.5
O=[N+]([O-])c1ccc(Cl)c(/C=N/n2c(-c3ccncc3)n[nH]c2=S)c1	22	13	6	-9	-11	13	-1	8	47
COc1ccc(Oc2nc3c(C)cccn3c(=O)c2/C=C(\C#N)C(N)=O)cc1	2	-11	22	-6	-16	-1	30	-33	1.4
Cc1cc(OCC(=O)N2CCCC2)ccc1Cl	11[fluorescence artefact?]	5	4	-9	14	-2[fluorescence artefact?]	-8	-18	1.1
O=C(CSc1nnnn1-c1ccc2c(c1)OCCO2)OC1CCCCC1	9	-1	9	2	-25	-2	-21	71*	0.3
Cc1nc2ccc(F)cc2cc1C(=O)NC(C)C	8	7	6	-3	14	4	2	9	0.9
C(=N\NC1=Nc2cccc3cccc1c23)/c1ccccc1	3	-15	6	-2	-10	4	0	9	0.8
O=C(O)c1cn(-c2ccccc2)nc1-c1ccncc1	-6	8	13	-6	28	-4	-2	-33	0.2
OCCN(Cc1ccccc1)Cc1ccccc1F	62	3	5	-1	29	2	-1	19	0.0
O=C(N=C1c2ccccc2CN1c1ccc(F)cc1)c1ccc(Cl)nc1	-3[fluorescence artefact?]	-7	3	-6	12	2	1	26	0.5
[S-]C(=Nc1ccc(Cl)cc1)N[n+]1ccccc1	-2	.	10	-2	-16	-3[fluorescence artefact?]	12	-6	-0.2
Cc1ccccc1S(=O)(=O)/N=C(/Nc1c(C)n(C)n(-c2ccccc2)c1=O)c1ccccc1	-11	3	4	-3	13	0	16	-8	1.3
CC(C)C[C@H](NC(=O)c1nc[nH]c1C(=O)N1CCc2ccccc2C1)C(=O)OCc1ccccc1	-7	0	16	6	-6	-4	21	39	0.7

Single entries from the list.
COc1ccc(Oc2nc3c(C)cccn3c(=O)c2/C=C(\C#N)C(N)=O)cc1 in eIF4E 4G PPI is entered as -1
COc1ccc(C(=O)C2CCCN(C(=O)Cc3c(C)noc3C)C2)cc1OC (stereo not given) in EP2 mod is entered as 25
C[N+]1(CC2COC3(CCCCC3)O2)CCCC1 (stereo not given) in Hck Nef HTS is entered as 3

Returning to the listing, repeating the 2 entries before the break.
SMILES	14-3-3 Bad PPI	Rad51 HR inh	PGE2 EP2 inh	TbHK1 inh	EP2 mod	eIF4E 4G PPI	Hck Nef HTS	Calpain2 inh	zVAD death inh
Cc1ccccc1S(=O)(=O)/N=C(/Nc1c(C)n(C)n(-c2ccccc2)c1=O)c1ccccc1	-11	3	4	-3	13	0	16	-8	1.3
CC(C)C[C@H](NC(=O)c1nc[nH]c1C(=O)N1CCc2ccccc2C1)C(=O)OCc1ccccc1	-7	0	16	6	-6	-4	21	39	0.7
O=C(CCCSc1ccccc1)Nc1nc(-c2ccco2)c(-c2ccco2)s1	-2[fluorescence artefact?]	-21	8	11	-47	0	5	3	1.8
CCOC(=O)Cn1c(=O)c2c(nc(Br)n2Cc2ccccc2Cl)n(C)c1=O	0[fluorescence artefact?]	-7	20	2	25	3	12	-7	-0.2
Cc1cc2cc(CNC(=O)c3cccs3)ccc2[nH]1	4	-4	10	-5	0	-4	2	-26	2.2
CC1(C)CC(=O)C2=C(C1)OC1OC(=O)CC21C (stereo not given)	0	6	4	-2	-25	4	21	2	2.0
Cc1cc(N/N=C/c2cccc(Cl)c2)nc(NCc2ccccc2)n1	-2	6	5	-1	-6	0	-2	30	4.8
COCCNC(=S)Nc1ccccc1Cc1ccccc1	-11	3	6	1	17	0	-4	-9	0.8
Cc1snc(S(=O)(=O)Cc2c(Cl)cccc2Cl)c1C#N	4[fluorescence artefact?]	-7	4	-1	-1	-4	-1	-12	0.1
COc1cccc(-c2cc(C(=O)O)no2)c1	-8	5	17	-5	-8	-3	-13	3	-0.1
COC(=O)C1C2C=CC3(CN(c4ccc(Cl)c(F)c4)C(=O)C13)O2 (stereo not given)	-6[fluorescence artefact?]	-5	8&9	-7	18&-18	2[fluorescence artefact?]	-2	-1	2.5
COc1ccc([C@@H]2C[C@H]3CN(c4ccccc4)C(=O)[C@]34CCCN24)c(OC)c1OC	-10	.	0	-7	-18	0	3	-27	-1.1
O=C(CSc1nnc(-c2ccco2)n1Cc1ccccc1)NC(=O)NCc1ccco1	9	-6	2	-2	5	-15	2	-49	0.7
C=C1C(=O)[C@@]23[C@H](O)C[C@@H]4C(C)(C)CC[C@H](O)[C@]4(C)[C@@H]2C[C@H](O)[C@@H]1[C@H]3O	34	5	19	7	2	-10	18	-17	1.4
CC(NC=C1C(=O)OC(C)(C)OC1=O)C(=O)O (stereo not given)	2	.	2	-5	-3	4	-3	14	0.0
O=C(Nc1nnc(C2CC2)s1)c1n[nH]c(=O)c2ccccc12	-7	-3	14	-14	-14	-3	8	-21	0.3
Nc1nc(Nc2ccccc2F)nc(NCCO)c1[N+](=O)[O-]	1	-7	12	-61	23	0	19	-4	0.6
CCCc1nc(SCC(=O)Nc2ccccc2OC)c2c(=O)n(C)c(=O)n(C)c2n1	4	1	8	-2	22	-4	-1	19	-1.0
COc1cccc(C=NCC(C)N=Cc2cccc(OC)c2O)c1O (stereo not given)	7	.	6	-9	12	4	0	-8	0.3
N#Cc1c(-c2ccccc2)cc(C2CC2)nc1SCC(=O)c1cccs1	-25[fluorescence artefact?]	.	.	0	6	-43[fluorescence artefact?]	-2	17	0.0
CC(SCc1ccccc1)C(=O)NCc1ccccn1 (stereo not given)	-13	8	5&6	3	-20&12	3	18	21	3.9
O=c1[nH]c2ccccc2c(O)c1-c1ccccc1[N+](=O)[O-]	-12	-9	7	0	22	2	24	-37	2.9
OCC1(CCc2ccccc2)CCN(Cc2ccc(OC(F)F)cc2)CC1	-11	.	7	3	-14	-1	-1	-9	-0.8
O=C(O)[C@@H]1[C@@H]2C[C@@H]2CN1c1ncccc1[N+](=O)[O-]	-4	-38	5	9	36	-3	0	-19	-0.1
COCCNC(=O)c1cc(S(=O)(=O)N2CCOCC2)ccc1SCc1cccc(OC)c1OC	6	.	5	-7	-11	2	-9	24	1.3
CCN1CCC2(CC1)N=C(c1ccc(F)cc1)C(=S)N2	-5	16	9	-6	18	1	31	-1	0.0

Only part of the results is shown (hit frequency here may not be typical).
